Screening results deposited in PubChem by National Center for Advancing Translational Sciences (NCATS).
CCT modulator: cytosolic chaperonin activity modulation; purified chaperonin ATPase assay, HTRF ADP detection, 30 min; activity change, % (no concentration beside the values), hits read low; 360,000 tested, 0.3% active; in the data active = activity change below about -30%; also: % is scaled to controls: 0 for no effect and ±100 for the full control effect
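Nucleotide hydrolysis assay: TRiC at 20–40 nM final (set by batch activity) with 10 uM ATP, 30 min at 37 °C, in presence of 76 uM compound. Detection by competitive ADP HTRF, 30 min ambient.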
HepG2 tox: counter-screen for TGF-b inhibitors: cytotoxicity in HepG2 cells | Potency, µM (titrated, usually from 46.1 µM), for the others: top-dose activity change, negative = cytotoxicity, hits mostly cytotoxic | AID 588856 | HepG2 CAGA-GFP viability, ATP luminescence, 18 h | 410,000 tested, 0.76% active; also: potency is read from the fitted curve at half-maximal effect; some results filed as inactive show a strong effect at the top dose
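CellTiter-Glo luminescence gave cytotoxicity after 18 hours at 37 degrees C. The cells were HepG2 CAGA-GFP in 1% FBS DMEM, stimulated with 500 pg/mL TGF-beta after compound addition. %Activity was normalised to no-cell wells (complete cell-killing) and DMSO (no toxicity), and curves were fitted and classified.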
Nrf2 ARE act: activates Nrf2 signaling | AREc32 ARE-luciferase reporter (MCF7-derived line), luminescence, 24 h | Potency, µM (series often up to 46.1 µM), for inactives: top-dose activation, usual class: activators | 410,000 tested, 0.31% active; also: potency is read from the fitted curve at half-maximal effect; % of control where 0% means no effect; nearly all actives have a fitted effect of over 65% in size
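Cells of the AREc32 ARE-luciferase line are plated in OPTI-MEM containing 5% FBS and left overnight at 37 deg C. Compounds are pinned in, incubation continues 24 hr, and firefly luciferase signal is then measured.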
Akt phos inh: blocks phosphorylation of Akt; Neuro2A IGF-stimulated pAkt S473 HTRF, 20 min; stronger effect = lower value; activity change, % for hits at 50 µM; 360,000 tested, 0.32% active; AID 651550; in the data active = activity change below about -80%; inconclusive = mostly about -51% to -80%; also: % is scaled to controls: 0 for no effect and ±100 for the full control effect
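Single-point screen (50 µM final compound) in Neuro2A cells stimulated 20 min with 6 nM IGF at 37 deg C. After lysis, Ser473-phosphorylated Akt read by HTRF (ex 330 nm, em 615/665 nm) as the 665/615 ratio.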
Mm-Cpn inhibitor: inhibitors of Methanococcus maripaludis chaperonin (MmCpn); purified Mm-Cpn ATPase, ADP Transcreener TR-FRET; Potency, µM (highest dose often 76.9 µM), for the others: top-dose activity, negative = inhibition, hits mostly inhibitors; 330,000 tested, 0.031% active; also: potency is read from the fitted curve at half-maximal effect; % is scaled to controls: 0 for no effect and ±100 for the full control effect; nearly all actives have a fitted effect of over 80% in size
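ATPase turnover read by TR-FRET ADP competition (Eu cryptate antibody/ADP-d2, 665/590 nm): 10uM ATP final, 25nM Mm-CPN final, 30 min 37degC after 10-min compound preincubation, pH 7.4 Tris/KCl/MgCl2/DTT buffer.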
Nrf2 inh: Nrf2 pathway inhibition; Potency, µM (top dose mostly 46 µM), for inactives: at the highest dose activity change, negative = inhibition, hits mostly inhibitors; 360,000 tested, 2.1% active; A549 ARE-Fluc reporter, luciferase luminescence, 18-24 h; also: potency is read from the fitted curve at half-maximal effect; % is scaled to controls: 0 for no effect and ±100 for the full control effect; nearly all actives have a fitted effect of over 60% in size
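Reporter: ARE-Fluc in A549. Exposure: 18-24 h, 37 °C, 5% CO2, 5% FBS OPTI-MEM. Readouts: fluorescent cytotoxicity (CellTiter-Fluor), then luminescent Nrf2 signal after BugLite.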
Abeta yeast res: restores growth of yeast expressing A-beta42 peptide. Potency, µM (top dose mostly 46.1 µM), for inactives: top-dose growth rescue, usual class: activators. yeast expressing A-beta42, growth rescue, OD600, 48 h; response scale: 0% DMSO, 100% iron-clioquinol control. 410,000 tested, 0.063% active. AID 1347071; also: potency is read from the fitted curve at half-maximal effect; nearly all actives have a fitted effect of over 55% in size
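Yeast growth medium received pinned compounds, then yeast cells expressing toxic A-beta were added; plates incubated at 30 C for 48 hr. Growth read as absorbance at 600 nm, normalized to DMSO and equimolar FeCl3 plus clioquinol controls.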
TGFb SMAD3 inh: inhibitors of TGF-b signaling; Potency, µM (titrated, usually from 46.1 µM), for the others: top-dose activity, negative = inhibition, actives largely listed as inhibitors; HepG2 CAGA-GFP TGF-b/SMAD3 reporter, GFP fluorescence, 18 h; TGF-beta stimulated, 500 pg/mL final; 410,000 tested, 1.2% active; also: potency is read from the fitted curve at half-maximal effect; % is scaled to controls: 0 for no effect and ±100 for the full control effect; nearly all actives have a fitted effect of over 65% in size
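HEPG2 CAGA-GFP reporter cells (1000/well, DMEM with 1% FBS) received compounds, then recombinant TGF-beta at 500 pg/mL final for 18 hours at 37 degrees C. Per-cell GFP summed per well was normalised to unstimulated and stimulated DMSO controls before curve fitting.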
A549 tox: kills or reduces viability of A549 cells in Nrf2 counter-screen; Potency, µM (doses to about 46 µM), without a hit: top-dose activity change, negative = cytotoxicity, most hits filed as inhibitors; A549 ARE-Fluc cells, CellTiter-Fluor viability, 18-24 h; AID 504648; 390,000 tested, 0.16% active; also: potency is read from the fitted curve at half-maximal effect; % is scaled to controls: 0 for no effect and ±100 for the full control effect
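A549 ARE_Fluc cells in 5% FBS OPTI-MEM were exposed to compounds in concentration-response for 18-24 h at 37 deg C. Viability was read by CellTiter-Fluor fluorescence (Ex 405/Em 525) after 30 min, before the luciferase read.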
An asterisk follows results filed as active; i = inactive; ? = inconclusive; / = no result given; [ ] = another dose, or the depositor's remark. Unless noted, calls follow the shape of the dose curve; as a rule, active = well fitted curve in the direction sought with a large enough effect; inconclusive = small, poorly fitted or top-dose-only effect, or another doubt; inactive = no such curve, though single readings can be large; an effect the other way counts as inactive or inconclusive.

Sequence of screens – Abeta yeast res, A549 tox, Nrf2 inh, Akt phos inh, CCT modulator, HepG2 tox, Nrf2 ARE act, TGFb SMAD3 inh, Mm-Cpn inhibitor
COCCCN(C(C)=O)c1nc(-c2ccccc2)cs1
  -10%, -20%, ?, i, -0.9, -2%, 2.6%, 7%, 1%
CC(=O)Nc1ccc(S(=O)(=O)Nc2cccc(S(=O)(=O)N(C)c3ccccc3)c2)cc1
  3%, -11%, ?, i, 0.8, -15%, 0.9%, -2%, -1%
CCOC(=O)c1[nH]c(C)c(CCC(=O)NCc2ccccc2C)c1C
  -14%, 10%, /, /, /, -11%, -0.4%, -17%, /
O=C(CNC(=O)c1ccco1)NC1CCCCCC1
  -13%, 3%, 31%, i, -1.6, -18%, 0.7%, -2%, 1%
O=C(Nc1nnc([C@H]2C[C@H](O)[C@@H](CO)O2)s1)Nc1ccccc1C(F)(F)F
  13%, /, /, i, -1.6, 4%, 0.3%[9.22 µM], 10%, /
O=C1c2cccnc2C(Nc2ccc(Br)cc2)N1Cc1cccs1 (centres undefined)
  11%, 4%, 0%, i, -2.9, -5%, -0.5%, -5%, -14%
Cc1cc2c(cc1C)NC(c1nc3ccccc3[nH]1)C1=C(CC(C)(C)CC1=O)N2 (centres undefined)
  0%, -3%, 1%, i, -1.9, 1%, 0.5%, ?, -1%
O=C(COc1ncnc2c1cnn2-c1ccccc1)Nc1ccc(S(=O)(=O)N2CCCCC2)cc1
  8%, -3%, ?, i, -2.3, 3%, -0.1%, -20%, -3%
COc1ccc(-n2c(CNC(=O)c3cccs3)n[nH]c2=S)cc1
  -5%, -5%, 2%, i, -3.9, 0%, -0.3%, -1%, -1%
CC1Cc2[nH][nH]c(=O)c2C(C2CCCC2)O1 (centres undefined)
  -12%, /, /, i, 2.3, /, -1.1%, /, /
Cc1nc2ccccc2n1CCc1nc2c3ccccc3nc(SCC(=O)NCc3ccco3)n2n1
  -5%, -19%, -20%, i, -0.5, -50%, 11%, ?, -2%
Cc1ccc(OCCCCn2ccnc2)c(Cl)c1
  8%, 1%, -21%, i, -3.9, -23%, 2.6%, 1%, -1%
O=C(Nc1ccc(Cl)cc1Cl)c1n[nH]c(Cn2cncn2)n1
  14%, -3%, 3%, i, -27, 9%, 0.8%, -14%, -1%
C/C(CC(=O)Nc1ccc(Br)cc1)=N\NC(=O)Cc1csc(N)n1
  12%, 2%, -1%, i, -2.0, -12%, 5.3%, -17%, 1%
Cc1ccc(/C=C/C(=O)N2CCN(c3cccc(C(F)(F)F)c3)CC2)cc1
  2%, 2%, ?, i, -3.4, -24%, 3.2%, -18%, -1%
O=[N+]([O-])c1nn(-c2ccc3c(c2)OCCO3)n(O)c1=NCCCO
  16%, -12%, ?, i, 0.4, -21%, 3.3%, -4%, -16%
O=C(O)c1ccc(N2C(=O)/C(=C/c3ccc(-c4ccc([N+](=O)[O-])cc4)o3)C=C2c2ccccc2)cc1
  -13%, -28%, -12%, i, -1.6, -10%, 5.2%, -10%, -3%
CCN(CC)C(=O)c1ncn2c1c(=O)[nH]c1ccccc12
  3%, /, /, i, 0.5, -23%, -1.1%, 0%, /
Cc1cccc(C)c1NC(=O)CSc1nnc(C)n1-c1ccccc1
  -8%, 4%, 5%, i, -0.6, 0%, 0.0%, -4%, 0%
CCOC(=O)CC(=O)CSCC(=O)Nc1ccc(C)cc1
  27%, -13%, -14%, i, -0.5, -4%, 0.7%, 26%, -1%
Cc1nn(-c2ccccc2)c(C)c1C(=O)OCC(=O)N1CC(=O)Nc2ccccc21
  2%, 3%, 3%, i, -3.1, -42%, 5.0%, -3%, 1%
CC1C(=O)Nc2ccccc2N1C(=O)c1ccccc1 (centres undefined)
  -4%, 2%, -9%, i, -0.5, -10%, 0.4%, -27%, -16%
COc1cc(/C=N/NC(=O)c2cccs2)ccc1OCc1ccccc1
  -9%, -10%, 1%, /, 1.2, -8%, 0.3%, -10%, -1%
Cc1nc(Nc2ccccc2C)c2cnn(C)c2n1
  3%, 2%, ?, i, 0.3, -4%, 0.1%, -11%, /
COc1ccccc1-c1cc(C(=O)NCc2ccccc2)no1
  5%, -8%, 6%, i, -4.3, 3%, 5.3%, 0%, 3%
CCc1noc(C)c1C(=O)Nc1ccc(-c2nnc3n2CCCCC3)cc1
  -14%, -7%, -25%, i, 1.5, -1%, -0.2%, 55%[activator], -1%
Cc1nnc(-c2ccc(Oc3ccc(C)c(C)c3)c([N+](=O)[O-])c2)o1
  0%, 11%, -26%, i, 2.6, -29%, 4.0%, -31%, 2%
C=CCOc1cccc(C2C(C(=O)c3ccco3)=C(O)C(=O)N2Cc2ccncc2)c1 (centres undefined)
  -20%, -5%, 11%, i, -1.1, 4%, -0.2%, 1%, -2%
Cc1ccc(-n2c(SCC(=O)NCC3CCCO3)nc3c(c2=O)SCC3)cc1 (centres undefined)
  0%, 1%, /, i, -7.5, -1%, -0.2%, 0%, 1%
CN(Cc1ccccc1)C(=O)CSc1nc2ccccc2[nH]1
  -2%, 3%, 3%, i, -4.3, -12%, 4.1%, -5%, -14%

Exported with tabs: entries from further up.
canonical_smiles	Abeta yeast res	A549 tox	Nrf2 inh	Akt phos inh	CCT modulator	HepG2 tox	Nrf2 ARE act	TGFb SMAD3 inh	Mm-Cpn inhibitor
O=[N+]([O-])c1nn(-c2ccc3c(c2)OCCO3)n(O)c1=NCCCO	16%	-12%	?	i	0.4	-21%	3.3%	-4%	-16%
O=C(COc1ncnc2c1cnn2-c1ccccc1)Nc1ccc(S(=O)(=O)N2CCCCC2)cc1	8%	-3%	?	i	-2.3	3%	-0.1%	-20%	-3%

(more compounds)
Sequence of screens – Abeta yeast res, A549 tox, Nrf2 inh, Akt phos inh, CCT modulator, HepG2 tox, Nrf2 ARE act, TGFb SMAD3 inh, Mm-Cpn inhibitor
COc1cc(Cl)ccc1OCc1cc(C(=O)N2CCCCCC2)no1
  0%, 9%, ?, i, -1.5, -1%, 0.1%, 0%, -1%
C/C(CC(=O)Nc1ccc2c(c1)OCO2)=N\NC(=O)C(c1ccccc1)c1ccccc1
  5%, 2%, 11%, i, -0.5, 7%, 1.3%, 6%, -2%
COc1ccc(-c2cc(C(=O)N3CCN(c4ccccc4O)CC3)c3ccccc3n2)cc1
  -18%, -10%, ?, i, 0.5, -2%, 2.2%, 5%, 2%
Cc1ccccc1NC(=O)CSc1nc2nccnc2c(=O)n1CCc1c[nH]c2ccccc12
  13%, -21%, -23%, /, /, -13%, 3.9%, ?, /
Cc1cccc(-c2cc3nc4c(c(N5CCOCC5)n3n2)CCCC4)c1
  -36%[inhibitor], -8%, ?, i, -0.4, -25%, 0.7%, ?, 0%
COC(=O)Nc1c(-c2ccccc2)nc2ccc(Cl)cn12
  -10%, 6%, 2%, i, 0.8, 4%, 3.6%, -6%, 0%
COc1cccc(N2CCN(S(=O)(=O)c3ccc4c(c3)CC(C)N4C(=O)C3CC3)CC2)c1 (centres undefined)
  12%, -1%, ?, i, 2.2, 2%, -0.1%, ?, 2%
CN(c1ccccc1)c1ccc(/C=C/[N+](=O)[O-])cc1
  -91%[inhibitor], ?, -4%, i, -2.3, 7.9µM*, -0.3%, ?, -1%
CCOC(=O)c1cnc2cc(-c3ccc(Cl)cc3)nn2c1N
  -16%, -1%, ?, i, 1.6, 8%, 1.9%, 12%, 3%
CCOc1ccccc1CNCc1c(C(=O)O)c(C)n(Cc2ccc(Cl)cc2)c1C
  -13%, -17%, 4%, /, /, -24%, -0.1%, -2%, /
C=CCNC(=O)CC(C)C(CCCCC)C(=O)O (centres undefined)
  15%, -3%, 1%, i, 1.4, 33%, 0.2%, 13%, 0%
CC(=O)c1ccc(Nc2ncnc3ccc(Br)cc23)cc1
  3%, /, /, i, -0.6, 0%, 4.1%, 20%, /
C[C@]12C(=O)N(c3ccccc3)C(=O)N1[C@H]1c3ccccc3OC[C@@H]1[C@H]2c1ccccc1
  -22%, 0%, -20%, i, -6.1, -17%, -0.8%, -19%, -4%
Cc1c(C(=O)N2CCCCCC2)c(S(=O)(=O)NCc2ccccc2)c(C)n1C
  -2%, -1%, 4%, /, /, -12%, 0.4%, 0%, /
CN(C)C(=O)COC(=O)c1ccc(S(=O)(=O)NCc2ccco2)cc1
  -19%, 5%, 2%, i, 0.2, 2%, 0.0%, -3%, -3%
CC(=Nc1ccccc1)C1=C(O)C(Cc2ccc(F)cc2)NC1=O (centres undefined)
  4%, /, /, i, -1.3, -29%, -1.0%, -17%, /
CSc1ccccc1NC(=O)NCCCl
  -9%, 1%, 0%, i, -0.4, 1%, 0.1%, ?, 1%
COc1ccc2sc(-c3ccccc3OC)c(-c3ccc(OC)nc3)c2c1
  9%, 9%, ?, i, 0.6, -34%, 13%, -17%, ?
CCOC(=O)c1ccc(NC(=O)CC2C(=O)N(c3cccc(OC)c3)C(=O)N2Cc2ccc(OC)cc2)cc1 (centres undefined)
  -13%, -14%, -17%, /, /, -30%, 5.1%, -15%, /
CC(=O)c1cc(N2CCOCC2)ccc1[N+](=O)[O-]
  -7%, -22%, -4%, i, -0.2, -36%, 0.5%, -1%, 0%
Cc1cc(C)nc(SCC(=O)Nc2ccc(S(=O)(=O)N3CCCCC3)cc2)n1
  -1%, -12%, ?, i, -3.6, -1%, 0.3%, 14%, -1%
Cc1ccc(C(=O)Nc2ccc(C(=O)N3CCCCC3)cc2)o1
  -37%[inhibitor], 2%, 0%, i, -1.3, -54%, 0.3%, 0%, -4%
